# H9c2 protect: cardioprotection against H2O2-induced cell death, primary screen, uHTS, H9c2 cells, ATPLite luminescence; H9c2 cardiomyocytes, H2O2 injury protection, 2 h; protection from H2O2 cell death, % at 20 µM; actives 0.63% (n = 360,000);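 active = compounds giving at least 50% protection of heart cells from peroxide-induced death in the single-dose screen, raw or plate-pattern-corrected value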;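 also: 0% = DMSO wells with peroxide and 100% = DMSO wells without peroxide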
# HTR2A ag: mouse Htr2a agonists via beta-arrestin recruitment, primary screen, cell-based, luminescence; 5-hydroxytryptamine receptor 2A (Mus musculus), P35363; CHO-K1 mHTR2A beta-arrestin complementation; percent of 30 µM serotonin response; activation, % at 7.6 µM; actives 0.66% (n = 360,000); AID 624169, 2012;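 active = activation above a run cutoff, the mean activation of all tested compounds plus 3 SD, cut at about 14% in these data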;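 also: 0% = plate median of compound wells and 100% = 30 µM serotonin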
# N-glyco inh: increase of ERlucT glycosylation luciferase signal, primary screen, N-linked glycosylation inhibitor project, D54 ERlucT cells, luminescence, set 2; D54 ERlucT glycosylation luciferase reporter, 24 h; percent of 100 nM tunicamycin response; reporter increase, % at 12.5 µM; actives 0.23% (n = 360,000); AID 588692, 2011;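 active = mean luciferase reporter signal, scaled so untreated is 0 and the glycosylation-blocking control 100, at or above a set limit in every replicate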;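 also: luciferase carries N-glycosylation sites so blocking glycosylation raises the light; 0% = median of neutral control wells and 100% = median of 100 nM tunicamycin wells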
# ABHD5-PLIN5 inh: ABHD5-PLIN5 interaction inhibitors, primary screen, cell lysate, split luciferase complementation, luminescence. actives 0.78% (n = 360,000). AID 602281, 2012. inhibition, % at 4 µM. Split G. princeps luciferase complementation, 4 h. Perilipin-5 (Homo sapiens) + 1-acylglycerol-3-phosphate O-acyltransferase ABHD5 (Homo …;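 active = inhibition above the mean inhibition across every tested compound plus 3 SD, cut at about 22% in these data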;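 also: 0% = DMSO only wells and the 100% control is not disclosed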
# Target sequence (Q00G26 whole entry, looked up): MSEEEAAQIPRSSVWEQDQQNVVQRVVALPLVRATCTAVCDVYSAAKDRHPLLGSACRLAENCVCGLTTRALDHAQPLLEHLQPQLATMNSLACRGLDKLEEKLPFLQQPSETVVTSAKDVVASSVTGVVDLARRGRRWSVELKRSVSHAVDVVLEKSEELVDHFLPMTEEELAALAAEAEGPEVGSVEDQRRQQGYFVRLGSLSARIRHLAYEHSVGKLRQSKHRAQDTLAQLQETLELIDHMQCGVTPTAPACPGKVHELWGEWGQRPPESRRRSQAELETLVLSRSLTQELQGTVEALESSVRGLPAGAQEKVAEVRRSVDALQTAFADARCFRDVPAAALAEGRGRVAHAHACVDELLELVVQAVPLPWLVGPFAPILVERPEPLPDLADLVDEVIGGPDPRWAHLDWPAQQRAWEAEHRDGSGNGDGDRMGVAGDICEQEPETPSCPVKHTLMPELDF
# Target sequence (Q8WTS1 whole entry, looked up): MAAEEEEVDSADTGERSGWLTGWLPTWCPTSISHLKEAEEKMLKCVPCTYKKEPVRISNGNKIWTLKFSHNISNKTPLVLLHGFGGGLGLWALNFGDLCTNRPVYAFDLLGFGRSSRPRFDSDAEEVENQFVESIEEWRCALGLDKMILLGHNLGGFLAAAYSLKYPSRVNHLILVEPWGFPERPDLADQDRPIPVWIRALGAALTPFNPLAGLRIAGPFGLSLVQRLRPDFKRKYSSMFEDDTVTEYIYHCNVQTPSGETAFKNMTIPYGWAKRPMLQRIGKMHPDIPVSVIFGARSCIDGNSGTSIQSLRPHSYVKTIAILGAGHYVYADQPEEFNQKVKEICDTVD
# PDI inh: inhibitors of human PDI, primary screen, biochemical, turbidity, single point, plate reader. Protein disulfide-isomerase (Homo sapiens), P07237. PDI insulin aggregation turbidity, A650, 90 min. inhibition, % at 10 µM. actives 0.052% (n = 350,000). AID 588391, 2011;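 active = mean inhibition across replicates of 30% or more, whatever share of single replicates reach that level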;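 also: absorbance from insulin aggregation driven by PDI reduction with DTT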
# CaV13 FRET inh: Primary screen for inhibitors of IQ motif and Ca2+-dependent inactivation inhibitor domain binding in CACNA1D, Förster resonance energy transfer in living cells, …. AID 743397. HEK cells, CFP/YFP FRET ICDI-IQ, plate reader, 10 min; percent FRET-ratio fall versus neutral wells. inhibition, % at 12.3 µM. actives 0.098% (n = 340,000);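 active = mean replicate inhibition of at least 30% and at least 1% of replicates passing that level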;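 also: 0% = median of the neutral control wells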
# MC4R antag cAMP: MC4R antagonists of cAMP signaling, primary screen, cell-based, TR-FRET, antagonist arm of biased-ligand search | AID 540295, 2011 | MC4R-expressing cells, MTII-stimulated cAMP, LANCE TR-FRET | inhibition, % at 6.5 µM | Melanocortin receptor 4 (Homo sapiens), P32245 | actives 0.48% (n = 360,000);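 active = inhibition above its plate's cutoff, the mean of tested wells on that plate plus 3 SD, cut at about 29% in these data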;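 also: 0% = Melanotan II alone and 100% = Melanotan II plus saturating MCL0020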
#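 Assay system: U2OS-MC4R stable cell line; Also added: Melanotan II; Technique: Eu-cAMP/anti-cAMP TR-FRET, emission 671 nm; Times: 30-min compound, 1-h challenge, 1-h detection, room temperature.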
# Granule exo inh: LAMP-1 surface exposure blockers, TALL-104 cells – cell-based, flow cytometry, MLPCN library, primary screen; TALL-104 LAMP-1 surface exposure; cells stimulated with thapsigargin and PMA; inhibition, % at 10 µM; actives 0.66% (n = 360,000);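 active = inhibition above about 55%, limit read from the data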
# MC4R ag barr: MC4R agonists recruiting beta-arrestin, primary screen, cell-based, luminescence, agonist arm of biased-ligand search; U2OS MC4R beta-arrestin complementation; percent of melanotan II response, DMSO zero; actives 0.98% (n = 360,000); activation, % at 8.9 µM; Melanocortin receptor 4 (Homo sapiens), P32245;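 active = activation above a per-plate cutoff, the mean activation of sample wells on that plate plus 3 SD, cut at about 8% in these data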
# ABCB6 inh MLPCN: ABCB6 transporter inhibitors, primary screen, K562-ABCB6 cells, flow cytometry, MLPCN library; ATP-binding cassette sub-family B member 6 (Homo sapiens), Q9NP58; K562-ABCB6 porphyrin accumulation, 1 h; hits give low values; fluorescence ratio to DMSO, % at 10 µM; actives 0.19% (n = 360,000);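 active = fluorescence ratio to DMSO below 75%, the collection mean minus 3 SD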;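 also: signal is porphyrin accumulated inside mitochondria; 100% equals median channel fluorescence of DMSO control wells; lower ratio means ABCB6 inhibition with less porphyrin fluorescence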
# * hit, by the source's call; x = no result given; & = joins results of further samples. Outcome played no part in choosing rows, and some 4.2% of all compounds hit somewhere here.
SMILES,H9c2 protect,HTR2A ag,N-glyco inh,ABHD5-PLIN5 inh,PDI inh,CaV13 FRET inh,MC4R antag cAMP,Granule exo inh,MC4R ag barr,ABCB6 inh MLPCN
Cc1ccc(-c2csc(NC(=O)CSc3nc4ccccc4c(=O)n3CCCN(C)C)n2)cc1,-6.0,-5.2,-8.7,6.8,-73.7,-6.8,5.3,3.7,6.7,98.0
Nn1cc(-c2ccccc2)nc1SCC(=O)NCCN1C(=O)CSC1=O,2.0,-6.0,0.8,-2.8,-5.6,-4.1,-8.6,0.2,-1.7,99.0
CSc1sc(-c2nnc(SCC(=O)Nc3ccc(Cl)cc3)n2C)c2c1C=CCC2,-4.5,-7.4,2.5,-11.4,-3.3,4.4,11.9,1.3,15.7*,88.0
CCOC(=O)c1ccc(NC(=O)CCOc2ccc(C)cc2)cc1,1.6,1.0,0.7,-3.4,6.1,-5.8,2.4,0.2,2.8,100.0
Cc1ccc2nc(NC(=O)CN(C)S(=O)(=O)c3ccc(Br)s3)sc2c1,-18.0,5.3,-1.5,-9.8,12.8,-0.8,11.5,5.1,-4.3,95.0
CCOC(=O)C1(Cc2ccc(Cl)cc2)CCN(C(=O)c2cc(C)nc(C)n2)CC1,5.7,-2.4,1.3,6.7,11.0,5.9,0.5,-1.6,3.8,98.0
COc1ccc(NC(=O)c2ccc3c(c2)CCN3S(=O)(=O)c2ccccc2)c(OC)c1,1.4,-1.5,-2.6,-3.5,-9.4,-7.4,7.8,3.8,-2.4,92.0
COc1cc(OC)cc(C(=O)NCCSc2c[nH]c3ccccc23)c1,-3.0,-3.0,-0.2,9.9,2.5,-4.7,-7.7,6.9,1.8,99.0
O=C(CCc1ccccc1)N1CCN(c2ccc(F)cc2)CC1,3.7,-2.2,-0.3,-5.1,-2.3,-1.3,23.2,-2.1,-0.7,94.0
CCCc1cc(=O)[nH]c(SCC(=O)Nc2cccc(S(=O)(=O)N3CCCCC3)c2)n1,-2.1,-5.0,-0.5,-12.0,-5.7,-15.4,8.8,-4.8,-0.6,95.0
CCN(CC)CCCN(C(=O)c1ccco1)c1nc(-c2ccc(Cl)cc2)cs1,20.7,-7.5,0.0,12.9,23.1,-3.5,2.6,51.3,7.6,96.0
O=C(Cc1ccccc1)NCC(=O)Nc1cccc(Cl)c1,2.7,-3.1,0.7,7.6,2.9,-2.2,12.0,-9.2,0.0,99.0
Cc1ccc(S(=O)(=O)N2CCN(C(=O)COC(=O)Cc3ccc(Cl)cc3)CC2)c(C)c1,-7.3,-0.1,0.6,-6.1,8.9,-1.6,7.2,-1.1,0.6,101.0
Cc1ccc(NC(=O)CCl)c(C)c1,-7.7,-1.3,13.0,-7.6,-1.3,-19.5,0.0,-1.2,-2.6,86.0
O=C(CNC(=O)c1cccs1)NCC(=O)OCc1ccccc1Br,10.6,4.1,-1.1,-1.0,2.1,3.9,13.6,-0.9,-1.0,99.0
Cc1ccc(NC(=O)CN2C(=O)NC3(CCCCCCC3)C2=O)cc1C,5.3,0.6,16.1,-1.6,-2.8,-5.5,7.7,1.3,-2.6,98.0
O=C(O)c1ccccc1N1C(=O)c2cccc3cccc(c23)C1=O,-0.8,7.4,1.8,2.9,-1.3,-4.5,7.0,-9.3,0.1,96.0
CCN1CCN(S(=O)(=O)c2ccc(Cl)c(C(=O)N(C)Cc3ccc(Cl)cc3Cl)c2)CC1,-2.2,-8.6,-3.7,7.3,-5.0,-6.4,-2.0,2.7,-0.4,95.0
COc1ccc(NC(=O)NCCc2cccc(Cl)c2)cc1OC,3.3,0.4,0.6,-3.6,-2.6,2.5,-1.1,-0.4,-2.2,101.0
O=C(Nc1ccc(F)cc1)C1CCN(S(=O)(=O)c2ccc3[nH]c(=O)oc3c2)CC1,-0.6,-2.0,-0.6,1.1,16.9,-3.5,7.0,8.2,-2.4,101.0
COc1ccc(Nc2nnc(SCC(=O)Nc3ccc4[nH]c(=O)[nH]c4c3)s2)cc1,-6.7,-1.6,-0.4,-0.6,2.7,-19.7,20.9,-1.2,2.7,93.0
Cc1ccccc1C(=O)c1c[nH]c(C(=O)NCc2cccs2)c1,-4.4,-3.0,-8.7,-8.9,7.5,-0.3,-5.9,-0.3,0.3,91.0
Cc1ccc2c(CN3CCN(S(=O)(=O)c4ccc5c(c4)OCCO5)CC3)cc(=O)oc2c1C,-1.5,4.4,-3.6,8.1,-4.9,-3.4,9.8,-3.5,-1.7,92.0
CCCC(=O)Nc1nnc(-c2ccc(Cl)s2)o1,-8.4,26.5*,0.4,-5.3,-0.5,-5.7,4.1,2.2,-1.8,96.0
CCOc1ccc2oc(C(=O)OCC(=O)NC(=O)NC)c(C)c2c1,4.3,-2.4,-1.1,0.7,-4.2,-14.0,22.6,-1.7,-0.6,100.0
Nc1nc(SCC(=O)Nc2ccc(C(F)(F)F)cc2)[nH]c(=O)c1NC(=O)c1ccc(F)c(F)c1,0.5,1.1,2.7,-5.2,2.6,-3.2,7.2,-1.9,-2.7,98.0
Cc1nc(CC(=O)NNS(=O)(=O)c2ccc3ccccc3c2)cs1,7.5,3.9,-0.4,-3.2,3.1,-4.4,10.7,-2.8,-2.9,95.0
CN(CCO)c1ncnc2nc[nH]c12,0.0,-4.8,1.3,-4.3,-1.4,-5.8,14.5,0.0,0.4,101.0
C/C(=N/NC(=O)CNC(=O)c1ccco1)c1ccc(Cl)cc1,-1.3,6.7,-0.2,-7.8,-4.5,-5.0,9.5,27.9,-0.9,97.0
COc1ccc2c(c1)CCc1c(C(=O)NCCCn3ccnc3)noc1-2,1.0,-8.8,-2.3,-3.6,-1.0,-10.5,4.5,0.3,2.8,103.0
CC(C)c1ccccc1NC(=O)COC(=O)c1cc(=O)[nH]c(=O)[nH]1,4.5,-1.4,3.0,0.1,-0.2,-15.0,28.3,-0.4,-2.9,99.0
CC(=O)Nc1ccc(S(=O)(=O)N(C)CC(=O)OCC(=O)c2cc(C)n(-c3ccc4c(c3)OCO4)c2C)cc1,14.0,0.5,-0.3,-9.7,5.6,-16.6,7.5,13.4,-1.1,95.0
Cc1cccc(N2CC(C(=O)Nc3ccc4c(c3)OCO4)CC2=O)c1C (centres undefined),-1.4,-4.6,1.7,-0.3,-7.4,-3.0,-4.6,0.5,-0.1,95.0
Cc1ccc(NS(=O)(=O)c2ccc3c(c2)n(C)c(=O)c(=O)n3C)c(C)c1,3.7,-5.4,2.2,7.1,1.1,-2.7,-5.6,-10.3,0.8,98.0
CCOc1ccc(N=Nc2cc(C(C)C)ccc2O)cc1,-6.0,0.9,0.2,-6.6,-5.6,-4.1,5.0,-3.5,-1.1,98.0
CC1CCCC(NC(=S)NC(=O)c2ccco2)C1C (centres undefined),-11.5,0.3,-2.0,-2.3,-4.8,-4.1,6.6,1.8,-1.8,94.0
CC(=O)N1CCc2c(sc(NC(=O)CS(=O)(=O)c3ccc(F)cc3)c2C(N)=O)C1,-1.3,2.4,2.6,4.5,8.5,-3.7,1.3,-4.3,-3.9,96.0
O=C(CSc1nccn(-c2ccc(Br)cc2)c1=O)Nc1ccccc1F,5.3,3.0,-1.4,-13.9,4.2,-1.6,1.4,0.9,-1.2,100.0
COc1cc(/C=N/NC(=O)c2cccc([N+](=O)[O-])c2)cc(OC)c1O,8.5,-4.6,-0.2,1.6,-3.0,-4.1,2.1,-3.2,0.6,98.0
Cc1nn(C)cc1S(=O)(=O)N1CCCC(C(=O)O)C1 (centres undefined),-5.7,3.3,3.3,5.1,-0.8,-6.7,7.3,13.1,0.1,98.0
COc1ccc(-c2cc3nc(NCCCN(C)C)n(C)c(=O)c3s2)c(C)c1,-18.6,-5.1,4.5,1.9,6.7,-6.3,10.0,10.0,-0.3,98.0
CN1C(=O)C(=O)N(c2cccc(C(F)(F)F)c2)C1=O,2.1,7.3,0.2,1.8,3.4,-5.2,10.8,-2.4,-0.4,102.0
CCCCn1c(N)c(N(CC(C)C)C(=O)CN(C)Cc2cccc(OC)c2)c(=O)[nH]c1=O,5.0,1.5,0.5,-6.0,-9.5,-1.9,2.4,-2.7,-1.3,95.0
CCc1nnc(SCC(=O)Nc2ccc(N3CCOCC3)cc2)n1C,-2.8,5.9,3.0,-3.8,8.2,x,0.3,2.6,-1.0,102.0
CCOc1ccccc1NC(=O)c1ccc(Cl)c(NC(=O)CC(c2ccccc2)c2ccccc2)c1,1.9,2.9,-5.4,-3.0,-0.1,x,9.9,-2.3,0.6,102.0
CC(C)C1C(=O)N(Cc2cn(CCC3OCCO3)nn2)CCS(=O)(=O)N1Cc1ccc(-c2ccccc2)cc1 (centres undefined),-14.5,0.0,0.8,3.5,17.7,-5.9,1.4,14.3,-0.5,106.0
Cc1cc(/C=C2\C(=N)N3N=C(C(C)C)SC3=NC2=O)c(C)n1Cc1ccccc1,-1.3,-0.4,3.6,-2.2,13.1,-20.2,11.1,-3.5,-3.3,96.0
O=C(CN(c1ccc(Cl)c(Cl)c1)S(=O)(=O)c1ccccc1)N1CCc2ccccc2C1,-16.7,-9.9,-5.1,-2.3,-4.0,x,6.3,3.9,3.8,98.0
O=[N+]([O-])/C(C(Cl)=C(Cl)Cl)=C1\Nc2ccccc2O1,1.0,1.1,0.8,-0.1,4.6,5.4,12.4,-5.7,-1.5,99.0
C=CC[C@@H](CC(=O)N[C@@H](CO)Cc1ccccc1)C(=O)N[C@H](COC(=O)[C@@H](CC=C)CC(=O)OC(C)(C)C)Cc1c[nH]c2ccccc12,13.2,0.1,-0.1,-5.9,-3.5,-3.7,-0.4,33.8,-1.0,100.0
O=C(NN=C1CCCCCC1)c1cc(-c2ccccc2)nc2ccccc12,16.1,-6.0,1.8,1.9,11.0,x,6.0,-0.8,-1.3,85.0
COC(=O)c1ccccc1NC1=C/C(=N\S(=O)(=O)c2cccs2)c2ccccc2C1=O,-16.1&-14.0,-8.6&-3.1,-8.5&-11.0,-12.5&-23.0,1.2&-3.5,-6.6,-4.1&-0.2,6.2&25.2,-4.2&-6.8,99.0&104.0
COC(=O)COc1cccc(-n2cnnn2)c1,5.6,3.9,1.7,2.0,-0.8,-4.5,6.4,-4.1,-2.7,99.0

# Screens from PubChem.
